High-throughput results deposited in PubChem by Sanford-Burnham Center for Chemical Genomics.
TAG inh – reduces triacylglycerol accumulation in H9c2 cells. inhibition, % at 12.5 µM. Nile Red lipid (TAG) fluorescence; cells loaded with 200 µM oleic acid. hit rate 0.66% among 230,000;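 active = pattern-corrected inhibition of lipid staining of at least 50% with the nuclear-stain viability signal not falling by more than 50%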;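 also: 0% = DMSO wells and 100% = triacsin C control wells; some results filed as inactive read as strong as hits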
TAG inh DAPI viability – further read-out of TAG inh, marked with its call; DAPI nuclei signal change (viability), lower = more cytotoxic, %;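 whole-well DAPI fluorescence read on a plate reader as a viability signal; minus 50 percent equals half of cells still viable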
* hit, by the source's call. Only part of the results is shown (hit frequency here may not be typical).

SMILES	TAG inh	TAG inh DAPI viability
COc1ccc(C(=O)NC(=O)NC2(C(Cl)(Cl)Cl)OCCO2)cc1	15	-1
CCN(c1ccc(C(=O)CN2C(=O)NC3(CCOc4ccccc43)C2=O)cc1)S(C)(=O)=O (stereo not drawn)	27	-9
CCCCNC(=O)COC(=O)c1ccc(SC)cc1OC	-1	-5
CC(C)n1c(O)c(N=Nc2ccccn2)c2ccccc21	-8	3
CCN1CCN(c2ccc(S(=O)(=O)N3CCOCC3)cc2NC(=O)c2ccc(Cl)s2)CC1	16	-1
c1ccc2c(c1)CCN(c1nc3ccccc3n3cnnc13)C2	12	4
Cc1ccc(OCCCC(=O)Nc2ccc(S(=O)(=O)Nc3ccccn3)cc2)cc1	5	-6
O=C(NCc1ccco1)c1ccc(Cn2c(=O)c3ccccc3n(Cc3cccc(Cl)c3)c2=O)cc1	7	-1
Cc1c(C(=O)NC2CC2)oc2ccccc12	-28	-3
COc1ccc(-c2nc(CCNS(=O)(=O)c3ccc4c(c3)OCCO4)cs2)cc1	-22	-3
CC(=O)N1c2c(ccc3ccccc23)C(C)CC12CCCCC2 (stereo not drawn)	-39	27
Cc1ccc(C(=O)OCC(=O)NCCc2ccc(S(N)(=O)=O)cc2)o1	5	3
Clc1cccc(CNc2ccn3nc(-c4ccccc4)cc3n2)c1	8	16
CCOC(=O)C1CCCN(S(=O)(=O)c2ccc3c4c2CC(=O)N4CC(C)S3)C1 (stereo not drawn)	-3	-2
COc1cccc(OC)c1C(=O)N1CCN(Cc2ccc3c(c2)OCO3)CC1	7	-16
CN1C(=S)SC(/[N+]([O-])=C\c2ccc(Cl)cc2)C1(C)C (stereo not drawn)	-16	1
Cc1cccc(NC(=O)NNC(=O)c2ccc(C)c([N+](=O)[O-])c2)c1	-10	1
COc1ccc(NS(=O)(=O)c2cc(NC(=O)CCNC(C)=O)ccc2N2CCOCC2)cc1	14	-1
O=S(=O)(Nc1cc(F)ccc1F)c1cccc2nonc12	6	0
Cc1nccn1CCc1n[nH]c(=S)n1Cc1ccccc1	-17	7
NC(=O)c1ccc(NC(=O)CCc2nc3ccccc3s2)cc1	-3	-4
C=CCc1cccc2cc(C(=O)N3CCN(c4ccccn4)CC3)c(=O)oc12	-12	11
CCOc1ccccc1NC(=O)COC(=O)C(Cc1ccccc1)NC(=O)c1ccco1 (stereo not drawn)	3	-2
Nc1ncccc1OCc1cccc(C(F)(F)F)c1	-11	2
CC12CCC(C(=O)N(CSC(=S)N/N=C\c3ccccc3O)C1=O)C2(C)C (stereo not drawn)	-10	6
CC(=O)N1CCN(c2nc(-c3cccs3)nc3ccccc23)CC1	26	5
Cc1c(C(=O)N2CCCc3ccccc32)sc2nc(-c3ccccc3)cn12	11	10
Cc1cccc(NCc2ccccc2O)n1	-5	-7
Cc1occc1-c1nnc(SCC(=O)NCC2CCCO2)n1C (stereo not drawn)	-3	-2
COC(=O)C(C)Nc1cccc(Br)c1 (stereo not drawn)	6	-8
CC(C)NC(=O)CSc1nnc(CNC(=O)OC(C)(C)C)n1C	2	-5
COc1cc2ccccc2cc1C(=O)OCC(=O)N(C)c1c(N)n(Cc2ccccc2)c(=O)[nH]c1=O	-5	9
COc1ccc(OC)c(NC(=O)C2(C)CCN2Cc2cccc(OC)c2OC)c1 (stereo not drawn)	-21	-11
COc1ccc(NC2CCCN(C(=O)CCC3=NNC(=O)CC3)C2)cc1 (stereo not drawn)	10	1
O=C(OCc1cc2ccccc2[nH]c1=O)c1cccnc1	8	-4
Oc1cccc(/C=N/NC(=S)NCCN2CCOCC2)c1O	11	-3
C[C@@H]1CN([C@H](C)CO)C(=O)c2cc(C3=CCCCC3)cnc2O[C@@H]1CN(C)Cc1ccccc1C(=O)O	9	-6
CC[C@]1(C(=O)OC)[C@H]2C(=O)N(C)C(=O)[C@H]2[C@H]2CN=C(SCc3ccc(C)cc3)N21	9	1
CCN(CC)C(=O)C1=C(C)N(CCCN2CCCC2=O)C(=O)C(CC(=O)NCCc2ccccn2)C1 (stereo not drawn)	1	9
O=C(NCc1n[nH]c(=S)n1-c1ccc(Br)cc1)c1cccs1	-9	0
CN(Cc1ccc2nsnc2c1)Cc1nc(Cc2cccc(F)c2)no1	7	-15
Cc1ccc(Sc2ncnc3onc(C)c23)c(C)c1	-16	5
Cc1csc(NC(=O)C(NC(=O)c2ccccc2F)C(C)C)n1 (stereo not drawn)	16	-7
Cc1nnc(C)c2c(C)n(N)c(C)c12	8	-7
CCn1c(SCC(=O)Nc2cc(C)on2)nnc1-c1ccc(OC)cc1	18	-9
CC(C)(Cc1ccc(O)cc1)NC(=O)c1ccccc1	1	-3
Cc1cc(C)n(-c2ncc3c(n2)N(C)CCOC3=O)n1	12	1
COC(=O)C1CCN(C2CC(=O)N(c3cc(C)cc(C)c3)C2=O)CC1 (stereo not drawn)	-9	-1
CCOc1ccc(CCNC(=O)c2cc(S(=O)(=O)N3CCOCC3)ccc2C)cc1OCC	7	0
CC(=O)N1CCN(S(=O)(=O)c2cccc(C(=O)N(Cc3ccccc3)c3cccc(C)c3)c2)CC1	8	1
O=C(CCCN=C1NS(=O)(=O)c2ccccc21)OCc1ccc(F)cc1	0	-6
CC1(C(=O)Nc2cnc3ccccc3c2)CCN1Cc1ccc(OC(F)(F)F)cc1 (stereo not drawn)	3	2
Cc1cc(C)c2c(c1)OC(=O)CC2c1ccccc1C (stereo not drawn)	1	0
CCCCn1c(SCC(=O)c2ccc(O)c(O)c2)nc2ccsc2c1=O	5	-10
CN(CCc1ccccn1)S(=O)(=O)c1ccc2c3c(cccc13)C(=O)N2	10	7
Cc1cc(C(=O)NCC(C)C)c2ccccc2n1	-16	-9
CCOC(=O)N1CCN(S(=O)(=O)c2ccc(C(=O)NNc3nc4cc(C)cc(C)c4s3)cc2)CC1	1	2
COc1ccc2cc(CN(CC3CCCO3)C(=S)Nc3ccccc3)c(=O)[nH]c2c1 (stereo not drawn)	17	-26
Cc1cc(NC(=O)c2noc3c2CCc2ccccc2-3)no1	-13	3
Cc1ccc(C)c(N(C)C(=O)c2cc3c(=O)[nH]c4ccc(C)cc4c3s2)c1	5	-2

More records.
SMILES	TAG inh	TAG inh DAPI viability
CC(=O)Nc1cccc(OCC(=O)Nc2sccc2C(N)=O)c1	-3	12
CC1CN(C(=O)CSc2nnc(NC(=O)NC(C)(C)C)s2)CC(C)O1 (stereo not drawn)	21	-10
COC(=O)c1ccccc1NN=Nc1ccccc1[N+](=O)[O-]	-15	0
CC12CCC(C(=O)NCc3ccc4c(c3)OCO4)(OC1=O)C2(C)C (stereo not drawn)	14	-4
CN1C(=O)N(c2cccc3ccccc23)C(n2cncn2)C1(C)C (stereo not drawn)	-3	-7
N#C/C(C(=O)NCc1ccco1)=C1/SC(Cc2ccc(F)cc2)C(=O)N1c1ccccc1 (stereo not drawn)	-3	-7
CNC(=S)N(CCc1c(C)[nH]c2ccccc12)Cc1cc(OC)c(OC)c(OC)c1	-7	3
O=C(NCc1ccccn1)Nc1ccc(Cl)cc1	-2	-4
CC(C)c1ccc(N2CCN(C(=O)c3ccccc3NC(=O)/C=C\C(=O)O)CC2)cc1	0	-2
COc1ccc2cc(C(=O)C3CCCN(C(=O)c4csnn4)C3)ccc2c1 (stereo not drawn)	-3	28
O=C1COc2cccnc2N1	-16	12
Cc1ccc(CNC(=O)C(=O)NCC2OCCN2S(=O)(=O)c2ccc3c(c2)OCCO3)cc1 (stereo not drawn)	5	-2
Cc1cc(C)cc(NC(=O)N2CCCC2C(=O)Nc2ccc(-n3cnnn3)c(C)c2)c1 (stereo not drawn)	0	-13
CC(=O)Nc1ccc(-c2c(C)cc3oc(=O)cc(-c4ccccc4)c3c2C)cc1	1	8
COc1ccc(C(=O)Nc2ccc(S(=O)(=O)Nc3nccc(C)n3)cc2)cc1[N+](=O)[O-]	2	-3
CCCCC(=O)OCc1cn(-c2ccc(Cl)cc2)nn1	-21	21
Cc1ccc(CSc2nnc(NC(=O)C3=COCCO3)s2)cc1	-13	1
O=C(COC(=O)c1ccc(O)cc1O)Nc1ccc2c(c1)OCCO2	21	-4
CC1CC(C)CN(C(=O)C2CCCN(S(=O)(=O)c3cnc[nH]3)C2)C1 (stereo not drawn)	-9	-3
Cc1cc[n+](CC(=O)c2ccc3c(c2)OCCO3)cc1	12	0
COc1ccccc1OCCNC(=O)C1CCCCC1	-6	7
C#CCN(Cc1ccco1)C(=O)c1cc(COc2cccc3cccnc23)on1	2	-2
NS(=O)(=O)c1ccc(NC(=O)/C=C/c2ccccc2Cl)cc1	6	30
CC(C)c1ccc(S(=O)(=O)N2CCN(C(=O)[C@@H]3CCCN3C(=O)c3cccs3)CC2)cc1	6	-10
Oc1c(CN2CCOCC2)cc(CN2CCOCC2)c(O)c1CN1CCOCC1	6	-6
COC(=O)c1cc(S(=O)(=O)NCc2ccc(S(N)(=O)=O)cc2)oc1C	0	-2
CC(=O)c1cccc(-c2ccc3c(c2)C(C)(Cc2ccccc2C#N)C(=O)N3)c1 (stereo not drawn)	-6	3
OCC1(CC2CCCCO2)CCN(Cc2nc3ccccc3[nH]2)CC1 (stereo not drawn)	-4	0
O=C(OCc1nnc(-c2ccccc2)o1)c1cccc(S(=O)(=O)N2CCOCC2)c1	4	-10
COc1ccccc1C(=O)NC(=O)OCCn1c(C)cnc1[N+](=O)[O-]	-3	0
CC[N+]1(CC)CC2=Cc3ccccc3CC2C1 (stereo not drawn)	0	7
COc1cc(/C=N/NC(=O)c2cccc([N+](=O)[O-])c2)ccc1OCc1ccc(C)cc1	-63	20
O=[N+]([O-])c1ccc(-c2nc(C(Cl)Cl)c3ccccc3n2)cc1	112*	-44*
COC(=O)[C@H](Cc1ccccc1)NC(=O)N1CCN(c2ccc(F)cc2)CC1	14	-6
CCOC(=O)CSc1nc(C)c2ccc(C)cc2n1	-19	12
O=C(Nc1cccc(F)c1)N1CCCC(CNS(=O)(=O)Cc2ccccc2)C1 (stereo not drawn)	4	-9
NS(=O)(=O)c1ccc(NC(=O)c2ccc(CNS(=O)(=O)c3cc(C(F)(F)F)ccc3Cl)cc2)cc1	17	-1
COC(=O)c1cc(C(=O)OCC(=O)NNC(=O)c2cccs2)cc([N+](=O)[O-])c1	0	-4
O=S(=O)(c1ccc(Cl)cc1)N1CCCC1c1nc(-c2cccc(Cl)c2)no1 (stereo not drawn)	-14	-8
O=C1CNC(=S)N1CCc1ccc(Cl)cc1	-3	-5
Oc1ccc[n+](/C=C\c2ccccc2)c1	0	-10
COc1ccc(Nc2nnc(SCC3CCCO3)s2)cc1 (stereo not drawn)	6	-8
COc1ccc(CNCCCn2cnc3c(SC)ncnc32)cc1	-10	-2
CCOc1ccc2nc(N3C(=O)CNC3=S)sc2c1	10	-7
CN1CCN(CCC=C2c3ccccc3Sc3ccc(S(=O)(=O)N(C)C)cc32)CC1	0	21
CCN(CC)CCNC(=O)c1sc2ncn(CC(=O)Nc3ccc(C)c(Cl)c3)c(=O)c2c1C	19	-9
O=S(=O)(CC(O)CS(=O)(=O)c1ccc(Cl)cc1)c1ccccc1 (stereo not drawn)	-14	4
CCOC(=O)N1CCC(NS(=O)(=O)c2ccc(C)cc2)CC1	-2	6

Reprinted from above, 15 compounds:
SMILES	TAG inh	TAG inh DAPI viability
COC(=O)[C@H](Cc1ccccc1)NC(=O)N1CCN(c2ccc(F)cc2)CC1	14	-6
CCOC(=O)CSc1nc(C)c2ccc(C)cc2n1	-19	12
O=C(Nc1cccc(F)c1)N1CCCC(CNS(=O)(=O)Cc2ccccc2)C1 (stereo not drawn)	4	-9
NS(=O)(=O)c1ccc(NC(=O)c2ccc(CNS(=O)(=O)c3cc(C(F)(F)F)ccc3Cl)cc2)cc1	17	-1
COC(=O)c1cc(C(=O)OCC(=O)NNC(=O)c2cccs2)cc([N+](=O)[O-])c1	0	-4
O=S(=O)(c1ccc(Cl)cc1)N1CCCC1c1nc(-c2cccc(Cl)c2)no1 (stereo not drawn)	-14	-8
O=C1CNC(=S)N1CCc1ccc(Cl)cc1	-3	-5
Oc1ccc[n+](/C=C\c2ccccc2)c1	0	-10
COc1ccc(Nc2nnc(SCC3CCCO3)s2)cc1 (stereo not drawn)	6	-8
COc1ccc(CNCCCn2cnc3c(SC)ncnc32)cc1	-10	-2
CCOc1ccc2nc(N3C(=O)CNC3=S)sc2c1	10	-7
CN1CCN(CCC=C2c3ccccc3Sc3ccc(S(=O)(=O)N(C)C)cc32)CC1	0	21
CCN(CC)CCNC(=O)c1sc2ncn(CC(=O)Nc3ccc(C)c(Cl)c3)c(=O)c2c1C	19	-9
O=S(=O)(CC(O)CS(=O)(=O)c1ccc(Cl)cc1)c1ccccc1 (stereo not drawn)	-14	4
CCOC(=O)N1CCC(NS(=O)(=O)c2ccc(C)cc2)CC1	-2	6

Continued.
SMILES	TAG inh	TAG inh DAPI viability
COc1ccc2cc(CCNC(=O)c3cccc([N+](=O)[O-])c3)c(=O)[nH]c2c1	-13	-7
COc1cc(NC(=O)c2ccc3c(c2)OCCO3)ccc1NC(=O)c1ccco1	-8	12
Cc1cccc(NC(=O)C2NC(=O)CC2c2ccccc2)c1C (stereo not drawn)	1	0
O=C(NCC(c1ccco1)N1CCc2ccccc21)c1ccccc1Cl (stereo not drawn)	-13	5
O=C(COC(=O)c1ccc2c(c1)OCCO2)NCc1ccc(Cl)cc1	1	6
CC(C)NC(=O)Nc1cccs1	6	2
COCCN1CCN(C(=O)c2cc(COc3ccc(F)cc3F)on2)CC1	3	3
Cc1cccc(OCc2nnc(SCCC(=O)O)n2-c2ccccc2)c1	1	-7
O=S(=O)(c1ccc(F)cc1)N1CCc2ccccc2C1	1	-3
Cc1c(O)ccc2c3c(c(=O)oc12)CCCC3	0	24
CC1CCCC(C)N1C(=O)COC(=O)CNC(=O)c1ccccc1F (stereo not drawn)	1	1
CN(C)S(=O)(=O)c1cc(NC(=O)COC(=O)CC2CC3CCC2C3)ccc1Cl (stereo not drawn)	1	-4
